JMJD2A Tudor inh: blocks the human JMJD2A Tudor domain | AlphaScreen JMJD2A-Tudor / H3K4me3 peptide binding | Potency, µM (doses to about 114 µM), for inactives: at the top dose activity change, negative = inhibition, actives largely listed as inhibitors | hit rate 4.4% among 390,000; further: on the % scale 0 is the no-effect control and ±100 the full control effect; nearly all actives have a fitted effect of over 50% in size
Pin1 inhibitor: blocks the human prolyl isomerase Pin1 | Q13526 | Pin1 FP peptide displacement, HiFluor488, 10 min | Potency, µM (doses to about 115 µM), for inactives: at the highest dose activity, negative = inhibition, most hits filed as inhibitors | hit rate 0.009% among 390,000 | AID 504891; active means well fitted inhibition curve with a large enough effect in the polarisation, with a control signal flat, not every such curve was filed as active; inconclusive means small, poorly fitted or top-dose-only effect, or effect the other way, or a change in a side signal; inactive means no such curve, though single readings can be large or run the other way; the % refers to the polarisation; further: on the % scale 0 is the no-effect control and ±100 the full control effect
Target sequence (Q13526 whole entry, looked up): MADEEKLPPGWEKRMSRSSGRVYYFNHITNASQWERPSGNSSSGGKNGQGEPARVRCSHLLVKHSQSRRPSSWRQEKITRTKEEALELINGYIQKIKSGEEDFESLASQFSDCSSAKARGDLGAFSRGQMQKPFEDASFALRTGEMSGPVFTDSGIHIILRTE
HP1b chromo inh: inhibitors of HP1-beta chromodomain binding to methylated histone tails | AlphaScreen HP1-beta / biotin-H3K9me3 peptide binding | Potency, µM (titrated, usually from 114 µM), inactives show at the highest dose activity change, negative = inhibition, most hits filed as inhibitors | hit rate 0.56% among 390,000; further: nearly all actives have a fitted effect of over 70% in size; inactives centre near 23
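HP1-beta protein (50 nM final) preincubated 30 min at room temperature with biotinylated H3(1-18)K9me3 peptide (50 nM) in PBS pH 7.4, 0.01% Tween-20, then compound added for 30 min. AlphaScreen streptavidin donor/nickel chelate acceptor beads (10 ug/mL final), 30 min dark, luminescence read.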
ERG Ets-DNA blk: ERG Ets/DNA interaction inhibition | P11308 | fluorescence polarization, His-ERG Ets domain / labelled DNA | Potency, µM (titrated, usually from 76.9 µM), for inactives: top-dose FP activity, negative = inhibition, hits mostly inhibitors | hit rate 0.028% among 370,000 | AID 624246; active means well fitted inhibition curve with a large enough effect in the polarisation, with a control signal flat; inconclusive means small, poorly fitted or top-dose-only effect, or effect the other way, or a change in a side signal; inactive means no such curve, though single readings can be large or run the other way; the % refers to the polarisation;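 further: polarization taken with two DNA probes labelled with fluorescein and Texas red; % of control where 0% means no effect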
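His-tagged ERG Ets domain (1 uM in the protein solution; 300mM KCl, 50mM Tris-HCl, 1mM EDTA, 1mM DTT, pH 7.5) received compound, then a probe mix of 5 nM fluorescein-DNA and 100nM Texas-615-DNA. Fluorescence polarization was read for both dyes.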
ALOX12 inh: ALOX12 (human) lipoxygenase inhibition; purified 12hLO, xylenol orange hydroperoxide absorbance; Potency, µM (top dose mostly 108 µM), for inactives: at the highest dose activity change, negative = inhibition, usual class: inhibitors; hit rate 1.1% among 580,000; further: on the % scale 0 is the no-effect control and ±100 the full control effect
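Purified human 12hLO at 150 nM in 25 mM Hepes, 0.01% Triton X-100, pH 7.0, preincubated 15 min at room temperature with compound. Reaction started with 40 uM arachidonic acid, 30 min at room temperature. Hydroperoxide measured by Fe-xylenol orange, 573/405 nm absorbance ratio.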
PGK inhibitor: inhibitors of T. brucei phosphoglycerate kinase | AID 602233 | P07378 | Potency, µM (highest dose often 57.5 µM), for the others: at the top dose activity change, negative = inhibition, most hits filed as inhibitors | hit rate 0.043% among 380,000 | PGK/GAPDH coupled, Kinase-Glo luminescence, 60 min; further: on the % scale 0 is the no-effect control and ±100 the full control effect; nearly all actives have a fitted effect of over 60% in size
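Luminescent ATP detection (Kinase-Glo Plus) follows a 60-minute room-temperature incubation, with wells lacking PGK as controls. Buffer: 100 mM TEA (pH 7.6), 5 mM MgCl2, 0.01% Tween-20. Coupling enzyme GAPDH (100 nM final) supplies unstable 1,3-BPG in-well.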
RGS4 inhibitor: blocks human RGS4-accelerated GTP hydrolysis | Transcreener GDP fluorescence polarization, RGS4-accelerated GTP hydrolysis | Potency, µM (titrated, usually from 114 µM), for the others: at the highest dose activity change, negative = inhibition, hits mostly inhibitors | hit rate 0.039% among 390,000; further: on the % scale 0 is the no-effect control and ±100 the full control effect; nearly all actives have a fitted effect of over 75% in size; some results filed as inactive show a strong effect at the top dose
Target sequence (P49798 whole entry, looked up): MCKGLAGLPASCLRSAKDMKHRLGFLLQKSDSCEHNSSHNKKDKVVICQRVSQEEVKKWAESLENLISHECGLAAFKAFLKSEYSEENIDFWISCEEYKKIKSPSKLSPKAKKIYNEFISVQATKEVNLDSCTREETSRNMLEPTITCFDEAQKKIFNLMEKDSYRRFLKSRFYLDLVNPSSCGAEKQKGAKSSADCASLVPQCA
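MLSMR compounds (23 nl, pin-transferred) preincubated 10 min at room temperature with a 500nM (2x) first reagent, then RGS4 at 900nM (2x) plus Transcreener GDP mix added; fluorescence polarization (620/688 nm) read before and after 90 min at 30 °C.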
GLS inhibitor: inhibitors of human glutaminase (GLS). GLS enzymatic activity, qHTS titration. Potency, µM (top dose mostly 45.5 µM), without a hit: at the highest dose activity change, negative = inhibition, usual class: inhibitors. hit rate 0.21% among 410,000. AID 624170; further: on the % scale 0 is the no-effect control and ±100 the full control effect
Target sequence (O94925 whole entry, looked up): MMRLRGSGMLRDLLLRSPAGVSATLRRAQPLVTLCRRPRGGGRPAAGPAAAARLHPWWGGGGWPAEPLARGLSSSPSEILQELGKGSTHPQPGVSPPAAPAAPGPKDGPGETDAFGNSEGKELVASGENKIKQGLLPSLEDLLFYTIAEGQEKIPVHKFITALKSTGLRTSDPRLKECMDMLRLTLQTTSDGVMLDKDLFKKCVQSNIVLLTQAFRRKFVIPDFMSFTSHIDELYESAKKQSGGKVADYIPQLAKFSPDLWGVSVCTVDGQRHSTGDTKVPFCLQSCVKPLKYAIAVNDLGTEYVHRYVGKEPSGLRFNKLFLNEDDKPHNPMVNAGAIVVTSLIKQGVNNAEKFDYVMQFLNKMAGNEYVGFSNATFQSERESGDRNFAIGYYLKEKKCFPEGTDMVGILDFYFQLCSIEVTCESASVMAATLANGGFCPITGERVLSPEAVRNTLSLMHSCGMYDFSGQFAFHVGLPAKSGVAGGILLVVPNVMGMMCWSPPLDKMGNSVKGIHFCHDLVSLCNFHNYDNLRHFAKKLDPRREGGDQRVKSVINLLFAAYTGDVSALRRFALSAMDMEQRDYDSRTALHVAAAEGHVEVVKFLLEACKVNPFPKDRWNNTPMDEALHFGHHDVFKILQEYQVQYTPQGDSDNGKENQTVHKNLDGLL
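Read-out is an Amplex red fluorescence increase coupled through glutamate oxidase and HRP, measured before and after 30 min room-temperature incubation. hKGA is in 45 mM KH2PO4 (pH 8.2) with 0.02% Tween-20; glutamine added as 1mM solution.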
TrxR1 inh: inhibitors of rat thioredoxin reductase 1. O89049. recombinant rTrxR1, NADPH fluorescence consumption, selenite substrate. Potency, µM (series often up to 114 µM), for inactives: at the top dose activity change, negative = inhibition, actives largely listed as inhibitors. hit rate 1% among 390,000. AID 588453; further: on the % scale 0 is the no-effect control and ±100 the full control effect; nearly all actives have a fitted effect of over 65% in size
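Rat TrxR1 (90 nM in the dispensed reagent) was pre-reduced with 400 uM NADPH for 5 min at room temperature, then incubated with compound for 15 min. After 400 uM selenite was added, NADPH fluorescence (Ex 340/Em 450 nm) was followed for 8 min.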
Active calls of the source: *; i = inactive; ? = inconclusive; / = no result given; & = joins results of further samples; [ ] = another dose, or the depositor's remark. Unless noted, the call rests on the fitted dose curve; in most records, active means well fitted curve in the direction sought with a large enough effect; inconclusive means small, poorly fitted or top-dose-only effect, or another doubt; inactive means no such curve, though single readings can be large; an effect the other way counts as inactive or inconclusive. Potency means the concentration at half of the fitted maximal effect.

1	CCOc1ccc(CCNC(=O)c2nn(-c3ccc(OC)c(Cl)c3)c(=O)c3c2c2ccccc2n3C)cc1OCC
2	CCCO/N=C1/C(=O)N(c2ccccc2)c2ccccc21
3	Cc1cc(=O)cc(C)n1-c1ccccc1N
4	O=C(NNS(=O)(=O)c1ccc2ccccc2c1)C1CCN(Cc2ccccc2)CC1
5	COc1ccc(C2C3C=CCCC3(C)C(=O)N2Cc2ccccc2)cc1Cl (configuration not stated)
6	O=C(CCN1C(=O)/C(=C\c2ccccc2)SC1=S)NNC(=O)c1cccnc1
7	Cc1ccsc1C(=O)N(C)CC(=O)Nc1ccccc1Br
8	CCOC(=O)N1CCC(NC(=O)c2ccc3c(c2)sc2nc(-c4ccccc4)cn23)CC1
assay / compound	1	2	3	4	5	6	7	8
JMJD2A Tudor inh	-8%	3%	4%	0%[57.1 µM]	-16%	-11%	-8%	-7%
Pin1 inhibitor	3%	-6%	-7%	-7%	10%	3%	-2%	28%
HP1b chromo inh	31%	73%[activator]	44%[activator]	4%	19%	41%[activator]	22%	47%[activator]
ERG Ets-DNA blk	16%	-2%	1%	-4%	/	0%	2%	-5%
ALOX12 inh	-20%	9%	12%	0%	/	2%	8%	67%[activator]
PGK inhibitor	-15%	i	-8%	-6%	/	7%	6%	-6%
RGS4 inhibitor	-2%	-12%	-26%	19%[11.4 µM]	8%	-14%	-11%	-30%
GLS inhibitor	11%	-11%	0%	15%	/	8%	6%	0%
TrxR1 inh	15%	-17%[57.1 µM]	5%	19%[57.1 µM]	-5%	?	1%	4%

Arranged by number of heavy atoms (lowest first): some entries from above
2	CCCO/N=C1/C(=O)N(c2ccccc2)c2ccccc21
5	COc1ccc(C2C3C=CCCC3(C)C(=O)N2Cc2ccccc2)cc1Cl (configuration not stated)
4	O=C(NNS(=O)(=O)c1ccc2ccccc2c1)C1CCN(Cc2ccccc2)CC1
assay / compound	2	5	4
JMJD2A Tudor inh	3%	-16%	0%[57.1 µM]
Pin1 inhibitor	-6%	10%	-7%
HP1b chromo inh	73%[activator]	19%	4%
ERG Ets-DNA blk	-2%	/	-4%
ALOX12 inh	9%	/	0%
PGK inhibitor	i	/	-6%
RGS4 inhibitor	-12%	8%	19%[11.4 µM]
GLS inhibitor	-11%	/	15%
TrxR1 inh	-17%[57.1 µM]	-5%	19%[57.1 µM]

The list continues:
9	COc1cccc(CN(C(=O)c2ccc([N+](=O)[O-])cc2)C2CCS(=O)(=O)C2)c1 (configuration not stated)
10	CCc1nnc(NC(=O)c2ccc(-c3ccccc3F)o2)s1
11	O=C(NCc1ccccc1)C1CCN(C(=O)Cc2ccccc2)CC1
12	C[C@@H]1C(c2ccccc2)=NN(c2ccccc2)[C@H]1C(=O)N1CCOC1=O
13	O=c1[nH]c(/C=C2\C=Nc3ccccc32)c(O)n1Cc1ccccc1F
14	CC(=O)Nc1nc(C(F)(F)F)cs1
15	O=C(c1ccc(Cl)s1)N1CCN(S(=O)(=O)c2ccc(Cl)cc2)CC1
16	C/C(=N\NC(=O)C1(C)CC1(Br)Br)c1ccc(NC(=O)c2ccc(C)o2)cc1 (configuration not stated)
assay / compound	9	10	11	12	13	14	15	16
JMJD2A Tudor inh	?	?	10%	34%	-12%	-10%	1%	-36%
Pin1 inhibitor	-3%	4%	-2%	5%	4%	2%	0%	29%
HP1b chromo inh	-2%	1%	26%	102%[activator]	6%	30%	29%[57 µM]	1%
ERG Ets-DNA blk	-1%	?	-16%	-5%	7%	-2%	25%	-9%
ALOX12 inh	12%	?	-9%	?	?	-15%	?	22%
PGK inhibitor	-7%	i	4%	0%	9%	7%	3%	-6%
RGS4 inhibitor	-67%[56.9 µM]	-27%	13%	6%	-17%	2%	22%	11%
GLS inhibitor	2%	7%	3%	1%	7.9µM*	?	-5%	-1%
TrxR1 inh	18%[57.1 µM]	27%[57.1 µM]	6%[57.1 µM]	14%	2%[57.1 µM]	-4%	25%[57.1 µM]	1%

17	CCOc1cc(NC(=S)NCCCN(C)C)c(OCC)cc1NC(=O)C1CC1
18	COc1ccc(C2C3=C(CC(C)(C)CC3=O)Oc3ncn4nc(-c5cccnc5)nc4c32)cc1 (configuration not stated)
19	Cc1ccccc1OCCN1C(=O)NC2(CCc3ccccc32)C1=O (configuration not stated)
20	CN1/C(=C\C=Nc2cc(S(=O)(=O)N3CCOCC3)ccc2N2CCOCC2)C(C)(C)c2ccccc21
21	C[n+]1ccccc1/C=C/c1ccc(F)c(F)c1
22	CCc1cc(CNC(=O)c2ccc(OC)c(OC3CCN(C(C)C)CC3)c2)on1
23	Cc1ccc(Nc2c(-c3ccc(N4CCOCC4)cc3)nc3c(C)cccn23)cc1
24	COc1cccc(-c2nc3ccccc3s2)c1
assay / compound	17	18	19	20	21	22	23	24
JMJD2A Tudor inh	-16%	-3%	-9%	-20%	-1%	-5%	?	190%[activator]
Pin1 inhibitor	3%	-11%	-4%	20%	-15%	4%	?	-1%
HP1b chromo inh	29%	11%	22%	-2%	17%	7%	10%	271%[activator]
ERG Ets-DNA blk	-7%	0%	-2%	24%	1%	-9%	-11%	-12%
ALOX12 inh	117%[activator]	-14%	0%	?	?	/	2%	0%
PGK inhibitor	-6%	-2%	-10%	0%	-4%	-3%	i	-18%
RGS4 inhibitor	-26%	10%	11%	2%	-36%	2%	13%	30%
GLS inhibitor	15%	7%	?	7%	0%	-2%	0%	-1%
TrxR1 inh	-5%	6%	28%	-1%[57.1 µM]	36%	-1%	?	16%[57.1 µM]

25	Cc1ccc(S(=O)(=O)N2CCCN(C(=O)c3ccc(-n4nccc4C)cc3)CC2)cc1
26	COc1ccc(-c2c(C3C4C=CCCC4(C)C(=O)N3Cc3ccccc3)ccc3ccccc23)cc1OC (configuration not stated)
27	COc1cc(C(=S)N2CCOCC2)ccc1OC(=O)c1cccc(C)c1
28	CC(CCc1ccccc1)NC(=O)C1CCCN(C(=O)c2cc3sccc3n2C)C1 (configuration not stated)
29	C[C@@H](C(=O)Nc1ccc2ccccc2c1)[C@H]1C[C@]1(C)[C@H](NC(=O)c1cnccn1)c1ccccc1
30	Cn1nnnc1SCCNC(=O)C1CCC(=O)N(Cc2ccc(Cl)cc2)C1 (configuration not stated)
31	O=C(CN1CCOCC1)NCc1ccccc1Cl
32	COc1cccc(C2C(C(=O)Nc3ccccc3)=C(C)N=c3s/c(=C/c4ccc(OCC(=O)O)cc4)c(=O)n32)c1 (configuration not stated)
assay / compound	25	26	27	28	29	30	31	32
JMJD2A Tudor inh	-21%	?	?	-29%	-16%	-4%	-12%	-26%
Pin1 inhibitor	-5%	1%	2%	-5%	20%	-2%	-6%	9%
HP1b chromo inh	-15%	22%	-18%	14%	33%	10%	-25%	-2%
ERG Ets-DNA blk	4%	/	13%	-3%	1%	2%	0%	-3%
ALOX12 inh	-20%	/	-3%	23%	-13%	4%	4%	-25%
PGK inhibitor	-9%	/	-13%	i	9%	1%	-5%	-12%
RGS4 inhibitor	6%	4%	-46%	-6%	10%	17%	25%	-4%
GLS inhibitor	1%	/	0%	-1%	-2%	1%	3%	5%
TrxR1 inh	1%	-1%	15%	-12%[57.1 µM]	9%	-16%	7%	-21%

33	COc1ccc2nc(NC(=O)c3nc(SC(C)C)ncc3Cl)sc2c1
34	CCc1nnc(NS(=O)(=O)c2ccc(NC(=O)c3cccc4ccccc34)cc2)s1
35	C=C(C)CSc1cc(C)c(C#N)c2nc3ccccc3n12
36	O=C(Nc1ccc(F)cc1Cl)C1CCN(C(=O)Nc2ccccc2)CC1
37	O=S(=O)(N/N=C1/CC(c2ccccc2)Oc2ccccc21)c1ccc(Br)cc1 (configuration not stated)
38	COc1cc(NC(=O)c2ccc(S(=O)(=O)N(C)c3ccccc3)cc2)cc(OC)c1
39	COc1ccc(NC(=S)Nc2ccc(OCc3ccccc3)cc2)cc1OC
40	Cc1ccc(-c2nn3c(C)nnc3s2)cc1NC(=O)c1ccc(-c2cccc(Cl)c2)o1
41	O=C(NCc1ccco1)C1CC(=O)N(c2ccc(F)cc2)C1 (configuration not stated)
42	CCCN(C(=O)C(NC(=O)c1ccccc1)C(C)C)c1c(N)n(Cc2ccccc2)c(=O)[nH]c1=O (configuration not stated)
43	CCCNS(=O)(=O)c1ccc(OCC(=O)NCc2ccco2)cc1
assay / compound	33	34	35	36	37	38	39	40	41	42	43
JMJD2A Tudor inh	-12%	-8%	-13%	5%	-35%	-14%	-27%	?	-2%	0%	-34%
Pin1 inhibitor	-5%	1%	3%	-10%	7%	14%	6%	?	2%	39%[activator]	-2%
HP1b chromo inh	82%[activator]	37%	43%[activator]	28%	6%	51%[activator]	-8%	55%[activator]	10%	27%	7%
ERG Ets-DNA blk	5%	-1%	21%	4%	-6%	-34%	-5%	-8%	-11%	218%[activator]	5%
ALOX12 inh	5%&-15%	-5%	?	182%[activator]	-10%	-8%	-3%	0%	0%	-4%	-24%
PGK inhibitor	i	1%	-2%	3%	-4%	-10%	-11%	-3%	8%	-5%	-1%
RGS4 inhibitor	-24%	21%	-36%	-1%	5%	7%	-31%	?	29%	-40%	-26%
GLS inhibitor	-2%	12%	9%	-9%	6%	-6%	4%	-24%	3%	-7%	2%
TrxR1 inh	33%	?	11µM*	6%	0%	11%	3%	35µM*	-2%[57.1 µM]	6%	?

Bioassay records: PubChem, National Center for Advancing Translational Sciences (NCATS)

An excerpt; the hit share may differ from the screen's.
